SIAE primary: blocks human sialic acid acetylesterase. Q9HAT2. SIAE FP-Rh probe binding, fluorescence polarization. inhibition, % at 9.66 µM. 370,000 tested, 0.69% active;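 active = inhibition above a cutoff: mean of compounds within the control limits plus 3 SD of those, cut at about 17% in these data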;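 note: 0% = plate median of compound wells and 100% = probe without SIAE protein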
TDP2 absorb: TDP2 (human) inhibition, absorbance primary screen | O95551 | recombinant TDP2, T5PNP hydrolysis, p-nitrophenol absorbance 415 nm | inhibition, % at 12.8 µM | 370,000 tested, 0.34% active | AID 720702;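 active = inhibition above the mean of all tested compounds plus 3 SD, set per campaign, cut at about 25% in these data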;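 note: 0% = DMSO with enzyme and 100% = buffer with substrate but no TDP2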
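Material: recombinant human TDP2; quantity: TDP2 enzyme at 120 nM final; medium: Tris-HCl pH 7.5 with MgCl2; compound: single concentration, 12.8 µM nominal, with 1% DMSO; incubation: 2 h enzyme incubation at 37 °C; signal: epi absorbance; measure: percent inhibition; benchmarks: high control without enzyme, low control DMSO plus TDP2; repeats: singlicate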
rCAG RNA binder: binds r(CAG) RNA repeats. r(CAG) RNA repeat, TO-PRO-1 dye displacement fluorescence. inhibition, % at 3 µM. 370,000 tested, 1.3% active;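 active = inhibition above the plate cutoff, the mean of all test compounds on that plate plus 3 SD, cut at about 35% in these data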;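 note: 0% = DMSO alone and 100% = 100 µM mitoxantrone as full dye displacement; higher means more dye released from RNA so lower well fluorescence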
HTRA1 inh: blocks human HTRA1 serine peptidase; Q92743; recombinant HTRA1, FP-rhodamine activity-based probe, fluorescence polarization; inhibition, % at 5.96 µM; 340,000 tested, 0.5% active; AID 504803; in the data active = inhibition above about 36%;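 note: 0% = enzyme with DMSO and 100% = wells lacking enzyme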
Target sequence (Q92743 whole entry, looked up): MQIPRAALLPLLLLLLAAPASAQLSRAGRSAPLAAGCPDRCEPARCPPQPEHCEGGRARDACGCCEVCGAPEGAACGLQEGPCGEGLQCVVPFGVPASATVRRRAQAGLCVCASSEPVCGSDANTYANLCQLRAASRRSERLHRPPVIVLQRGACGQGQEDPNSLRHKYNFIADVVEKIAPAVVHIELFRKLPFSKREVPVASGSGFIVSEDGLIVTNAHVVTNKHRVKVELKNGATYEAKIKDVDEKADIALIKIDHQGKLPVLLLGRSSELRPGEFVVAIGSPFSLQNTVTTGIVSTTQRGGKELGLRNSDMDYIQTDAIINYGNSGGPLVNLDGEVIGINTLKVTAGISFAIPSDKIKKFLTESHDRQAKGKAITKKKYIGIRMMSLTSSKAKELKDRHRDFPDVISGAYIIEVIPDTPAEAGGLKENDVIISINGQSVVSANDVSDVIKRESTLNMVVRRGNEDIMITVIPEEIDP
PRMT1 FP inh: blocks human protein arginine methyltransferase 1 | AID 652257 | recombinant PRMT1, activity-based probe fluorescence polarization | inhibition, % at 2.79 µM | Q99873 | 370,000 tested, 1.3% active;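 active = inhibition above about 21% made by adding two undisclosed values, limit read from the data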
Rev-erbA mod: Rev-erb alpha (human) modulation; P20393; 370,000 tested, 0.79% active; Rev-erbα–FITC-DNA binding, fluorescence polarization, 90 min; activity, % at 10 µM;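 active = activity above about 14%, limit read from the data; passing the limit was not always enough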;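 note: 0% = DMSO wells with 35 nM protein and 100% = DMSO wells with 750 nM protein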
ABHD4 inh: inhibitors of mouse ABHD4 | purified mABHD4, FP-Rh probe fluorescence polarization | inhibition, % at 8.92 µM | 370,000 tested, 0.54% active | Q8VD66;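 active = inhibition exceeding the mean over every tested compound plus 3 SD, cut at about 30% in these data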;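 note: 0% = plate median of compound wells and 100% = S159A mutant with DMSO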
Target sequence (Q8VD66 whole entry, looked up): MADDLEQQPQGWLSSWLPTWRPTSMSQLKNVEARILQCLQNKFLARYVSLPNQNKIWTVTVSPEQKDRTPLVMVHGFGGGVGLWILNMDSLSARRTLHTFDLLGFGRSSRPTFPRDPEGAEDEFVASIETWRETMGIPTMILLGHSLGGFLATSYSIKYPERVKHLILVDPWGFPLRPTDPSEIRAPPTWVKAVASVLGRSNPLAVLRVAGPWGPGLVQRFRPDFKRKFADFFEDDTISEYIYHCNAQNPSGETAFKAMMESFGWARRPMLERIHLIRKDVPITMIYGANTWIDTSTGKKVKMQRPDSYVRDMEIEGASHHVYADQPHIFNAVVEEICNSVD
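Test system: mABHD4 protein | Buffer or medium: HEPES pH 7.0 buffer, 150 mM NaCl, 0.01% Pluronic F-127 | Probe or stimulus: FP-Rh fluorescent activity-based probe, added after compound pre-incubation | Timing: Pre-incubation 45 min, probe exposure 60 min, at 25 °C | Technique: Fluorescence polarization, excitation 525 nm, emission 598 nm, BODIPY TMR filters | Repeats: Single well per compound (singlicate)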
TCR-CD3 inh: human TCR-CD3 binding inhibition | inhibition, % at 9.4 µM | AID 651800 | TAMRA-labeled TCR probe fluorescence, biochemical | 360,000 tested, 0.37% active; in the data active = inhibition above about 19%;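 note: recombinant mutant TCR 2C K166C tagged with TAMRA read by polarization; 0% = receptor in buffer alone and 100% = receptor with positive control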
PG9 Ab binder: small molecules binding HIV-1 gp120 antibody PG9. TR-FRET gp120-PG9 antibody binding. inhibition, % at 6.7 µM. 360,000 tested, 0.43% active. AID 624416; in the data active = inhibition above about 8.5%
LEDGF integ inh: blocks HIV-1 LEDGF/p75-dependent DNA integration. TR-FRET IN-LEDGF/p75 DNA integration, Eu/Cy5. inhibition, % at 3.7 µM. 370,000 tested, 0.64% active. AID 743269;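 active = inhibition above the screen-wide mean plus 3 SD, cut at about 13% in these data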;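 note: signal is the Cy5 over europium emission ratio at 671 and 618 nm; 0% = plate median of compound wells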
An asterisk follows results filed as active; / = not tested or not shown; & = joins results of further samples.

SMILES	SIAE primary	TDP2 absorb	rCAG RNA binder	HTRA1 inh	PRMT1 FP inh	Rev-erbA mod	ABHD4 inh	TCR-CD3 inh	PG9 Ab binder	LEDGF integ inh
COc1ccc(-c2nc(SCC(=O)Nc3cccc(S(N)(=O)=O)c3)n[nH]2)cc1	11	8	7	-3	1	-2	-2	-4	1.6	1
S=c1nc(-c2cc(Cl)cc(Cl)c2)[nH][nH]1	4	-2	4	3	4	-3	3	7	-0.1	5
O=C(COC(=O)c1ccc(Cl)nc1)Nc1cccnc1Cl	2	2	-1	-1	3	1	3	0	-1.4	-2
O=C(CSc1nnc(Cn2nnc3ccccc32)o1)Nc1cccc(Cl)c1	8	6	5	-6	-1	-1	5	5	1.3	-1
C=CCNC(=O)c1onc(CSc2cccc3ccccc23)c1C(=O)O	-12	9	40*	-21	1	-2	-24	3	-2.2	5
CCOC(=O)CSc1nc2c(sc(=S)n2-c2ccccc2OC)c(=O)n1Cc1ccco1	-5	12	7	-15	1	3	-8	-2	0.2	1
CC(=O)c1c(C)oc2ccc(N(C(C)=O)S(=O)(=O)c3cccc4cccnc34)cc12	-11	-1	5	-4	1	-3	2	1	-0.9	0
CCOC(=O)N1CCN(CC(=O)Nc2nc3ccc(OC)cc3s2)CC1	1	-15	-2	-3	1	2	-4	-1	-3.1	4
NC(=S)NN=Cc1nccc2c(N)cccc12	6	3	6	16	18	-31	36*	4	-13	20*
CC(=O)Nc1ccc(CNc2nc(NCC3CC3)nc3ccsc23)cc1	-9	-11	2	/	-3	2	0	4	0.6	4
CC1CCN(CC(=O)Nc2cc(C(F)(F)F)ccc2Cl)CC1	7	-6	-2	0	2	1	-2	-1	0.7	-2
Cc1cc(Cl)ccc1OCCCC(=O)NCCc1nnc2ccccn12	-4	16	-4	2	5	-4	-5	-2	-0.7	-1
CO/N=C/NC(=O)c1c(OC)ccnc1Oc1ccccc1	-3	-4	-1	5	2	-5	4	2	-0.3	-2
O=C(NCCCN1CCN(c2ccccc2F)CC1)C1CC(=O)N(C2CCCC2)C1 (configuration not stated)	0	0	0	-1	-6	-5	-3	1	0.7	6
Cn1c(CCN2CCOCC2)nc2cc(NS(=O)(=O)c3ccccc3)ccc21	5	-14	-3	-5	-3	-2	-3	7	1.1	-5
COCCOC(=O)C1=C(C)Nc2nc(C)nn2C1c1ccc(F)cc1 (configuration not stated)	0&3	1&12	1&-1	-2&-3	-1&-3	3&2	0&-5	2&5	-0.7&0.0	2&0
CC(C)CC(NC(=O)C1CCC(=O)N1C(=O)OCc1ccccc1)C(=O)NC(Cc1ccccc1)C(N)=O (configuration not stated)	12	2	-4	-6	-9	-3	-1	1	-1.4	0
CC1(C)CC(Cc2cccc(C(F)(F)F)c2)N(C(=O)OC(C)(C)C)C1 (configuration not stated)	6	-5	0	10	1	5	4	1	-0.2	0
CC1C(=O)C(C)(C)C(=O)OC1c1ccc([N+](=O)[O-])cc1 (configuration not stated)	2	5	-2	-6	5	6	4	6	-1.2	-2
Cc1ccc(S(=O)(=O)N2[C@H](c3ccc(Cl)cc3)CC(=O)[C@@H]3CN(S(=O)(=O)c4ccccc4C)[C@H](c4ccc(Cl)cc4)C[C@@H]32)cc1	-39	2	15	/	0	5	-2	3	-1.4	5
Cc1ccccc1N1CCN(C(=O)NCc2cccc(Cl)c2)CC1	-7	-2	-1	-16	-4	-4	-5	6	-2.8	2
O=C(CSc1ccc(Br)cc1)Nc1cccc(S(=O)(=O)N2CCOCC2)c1	-11	-2	6	-12	-5	0	-8	0	0.1	3
CC/C(=N\O)C(C)(C)/[N+]([O-])=C/c1ccc(Br)cc1	0	-15	-2	-1	-3	-2	-1	2	-3.8	8
O=C(Nc1cccc(Cl)c1)c1ccc(S(=O)(=O)NCC2CCCO2)cc1 (configuration not stated)	-8	-13	5	-14	2	-3	-2	8	0.1	1
CC(=O)c1cccc(CN2CCC(CO)(Cc3ccccc3)CC2)c1	-7	0	-11	-2	5	-2	-10	-8	-2.0	-2
COc1ccc(C)cc1NC(=O)C(=O)N1CCCC1	2	12	-2	-1	1	-3	3	0	-1.3	1
COc1cccc(NC(=O)NNC(=O)c2ccc3c(c2)NC(=O)C(C)(C)O3)c1	-3	-3	1	-4	3	-4	1	-5	-1.1	-2
COc1ccc(C)cc1NC(=O)Cn1c(=O)oc2ccccc21	-3	10	0	4	-3	-3	-4	3	-1.8	2
CCC(=O)N1c2ccc(S(=O)(=O)N3CCOCC3)cc2CC1C (configuration not stated)	2	7	-3	4	1	-3	9	7	1.3	3
COc1ccc(-c2cn(CCC(=O)NCc3ccc(C)cc3)c(-c3ccncc3)n2)cc1	0	-3	-5	-3	-1	11	-7	6	-1.1	2
COc1ccc(CNC(=O)C2CCCN2CCc2ccccc2)cc1OC (configuration not stated)	-1	-1	-10	-1	0	2	2	1	-0.5	1
CN(C)/C(Cn1cncn1)=C1/N=C(c2ccccc2)OC1=O	-1	8	-1	1	2	4	1	3	-2.2	-6
Cc1cccc(C)c1OCC(O)CN1CCN(c2ccccc2)CC1 (configuration not stated)	-8	2	-7	0	-1	0	5	4	-1.3	1
Cc1cccc(N(CC(=O)NC(C)C)C(=O)CCC(=O)Nc2ccccn2)c1	-2	2	-10	8	-2	3	1	1	0.8	5
Cc1cc(C(=O)CN2C(=O)c3ccccc3C2=O)c(C)n1C1CC1	11	-1	-1	0	2	-1	4	11	0.9	0
Cc1nc2ncnn2c(Nc2ccc3c(c2)OCO3)c1Cc1ccccc1	-1	-16	6	-4	0	-2	0	4	-2.6	3
COc1ccccc1CCC(=O)N1CCN(S(=O)(=O)c2cc(C(F)(F)F)ccc2Cl)CC1	4	-3	0	-17	-3	3	-1	1	-0.7	1
Cc1cc(N2CCOCC2)ccc1/C=C1\NC(=O)N(CC(=O)Nc2ccccc2C)C1=O	8	2	0	1	-1	/	5	9	-3.8	-2
CC(=O)c1cccc(NS(=O)(=O)c2ccc(N/C=C/C(=O)c3ccc(F)cc3)cc2)c1	-23	0	13	-52	-2	-1	-15	9	-0.2	2
CCOc1ccc(-c2nc(-c3ccccc3)no2)cc1OCC	0	-6	1	-4	-1	1	2	1	0.5	-2

Given bar-delimited: part of the list above.
SMILES | SIAE primary | TDP2 absorb | rCAG RNA binder | HTRA1 inh | PRMT1 FP inh | Rev-erbA mod | ABHD4 inh | TCR-CD3 inh | PG9 Ab binder | LEDGF integ inh
CCOC(=O)N1CCN(CC(=O)Nc2nc3ccc(OC)cc3s2)CC1 | 1 | -15 | -2 | -3 | 1 | 2 | -4 | -1 | -3.1 | 4
NC(=S)NN=Cc1nccc2c(N)cccc12 | 6 | 3 | 6 | 16 | 18 | -31 | 36* | 4 | -13 | 20*

Continuation.
SMILES	SIAE primary	TDP2 absorb	rCAG RNA binder	HTRA1 inh	PRMT1 FP inh	Rev-erbA mod	ABHD4 inh	TCR-CD3 inh	PG9 Ab binder	LEDGF integ inh
O=C(NCc1ccc(N2CCCC2=O)cc1)c1cn(CCc2ccccc2)nn1	-2	8	-6	2	2	-2	0	0	-1.8	-2
COc1ccc(NC(=O)Nc2ccc3c(c2)C(=O)N([C@H](C)CO)C[C@H](C)[C@H](CN(C)C)OCCCC[C@@H](C)O3)cc1	8	8	3	/	2	3	8	4	-0.9	1
COc1ccc(-c2noc(CCC(=O)NCC3CCCO3)n2)cc1OC (configuration not stated)	-10	-10	-2	-4	1	0	3	3	11*	-2
CSCCC(C(=O)Nc1c(C)cccc1C)n1c(-c2ccc(C(F)(F)F)cc2)nc2ccccc21 (configuration not stated)	1	2	2	/	5	4	-2	0	0.5	-4
CCOC(=O)N1CCC(NC(=O)c2cc3c(-c4ccc(Cl)cc4)nn(C)c3s2)CC1	0	0	2	0	1	20*	-2	-3	-1.0	4
COc1ccc(/C=N/N2CCOCC2)cc1COc1ccc(Cl)cc1	1	-9	0	-19	-1	6	-10	2	-1.6	-1
CC(c1cccs1)N(C(=O)Nc1ccccc1)C1CCCCC1 (configuration not stated)	-6	-1	0	1	-1	3	1	7	0.3	0
O=C(NCCN1CCN(c2ccccc2F)CC1)c1cccn2c(=O)c3ccccc3nc12	-4	0	7	-5	0	6	6	0	0.2	3
O=C(Nc1ccc(NC(=S)NC(=O)c2cccs2)cc1)c1ccco1	-31	-20	7	-21	0	-11	-12	7	-0.1	-4
O=C(CN(CCc1ccccc1)S(=O)(=O)c1ccccc1)N1CCOCC1	0	1	2	/	0	-9	0	/	/	1
Cc1ccc(NC(=O)CCCN2C(=O)C(c3ccccc3)Oc3cccnc32)c(C)c1 (configuration not stated)	-1	4	1	1	4	1	0	1	-0.1	0
CCCCCCCC1(C)NC(=O)NC1=O (configuration not stated)	1	13	-2	-4	2	-3	4	0	1.2	-1
CC(C)(C)OC(=O)C[C@@H]1C/C=C\C[C@@H](CC(=O)N[C@H](CO)Cc2ccccc2)C(=O)NC[C@@H](c2ccccc2)OC1=O	-4	3	-1	8	-7	-2	3	-1	-3.6	1
COC(=O)[C@]12C[C@H](CC(=O)N3CCOCC3)C(=O)N(Cc3ccc4c(c3)OCO4)C1=C[C@H](COCc1ccccc1)O[C@@H]2C	0	-1	0	/	5	3	3	1	-2.4	-2
Cc1ccc(CNC(=O)c2ccc(NS(=O)(=O)c3c(C)noc3C)cc2)cc1	2	6	20	0	-2	1	-3	2	-1.1	1
CCN(CC)C(=O)Cn1c(=O)n(CCCC(=O)NCc2ccccc2)c(=O)c2sccc21	3	11	-4	3	-4	-8	0	4	-3.1	-2
CCNc1nc(NC(C)C)nc(N(n2cnnc2)S(=O)(=O)c2ccc(C)cc2)n1	-8	-10	1	-1	2	1	-6	-5	1.4	0
CCOC(=O)C1(C)CCCCCN1C(=O)c1ccc(OC)c(C(F)(F)F)c1 (configuration not stated)	-6	-12	-2	/	-4	-2	-14	-1	0.2	5
O=C(CCl)c1ccc2c(c1)CCN2C(=O)C1CCCCC1	4	13	-2	0	3	-5	10	4	0.7	-2
O=C(CN1CCCCC1)Nc1ccc(S(=O)(=O)N2CCOCC2)cc1	-2	19	-6	-5	0	-2	-5	2	-1.4	-2
CCC(=O)Nc1ccc(S(=O)(=O)NCCc2ccccc2)cc1	0	-3	3	-4	-3	-2	-3	4	0.1	0
Cn1cc([N+](=O)[O-])c(C(=O)Nc2ccc(-c3nc4ccccc4o3)cc2)n1	-8	-9	11	-14	2	-20	-11	-7	2.1	-1
Cc1ccccc1-n1c(O)c(/C=N/N2CCCCC2c2cccnc2)c(=O)[nH]c1=O (configuration not stated)	-2	-5	-5	-4	-4	-1	1	4	-2.6	0
Cc1cc(C)cc(NC(=S)N2CCC(NC(=O)c3ccccc3C)CC2)c1	1	7	-2	-2	2	-2	-1	0	1.4	3
COc1ccc(-c2cc(C(=O)Nc3cc(C)on3)no2)cc1OC	7	7	-3	7	-1	36*	4	8	-0.6	1
CSCC[C@H](NC(=O)OC(C)(C)C)C(=O)N/N=C/c1ccc2nccnc2c1	2	21	-5	1	-2	-4	3	-6	-0.4	-1
Cc1cc(C)cc(OCCCn2ccnc2)c1	4	13	-4	2	-4	-1	-4	6	-3.5	-2

Source: PubChem BioAssay

Not all compounds are listed (hit frequency here may not be typical).
